eLon inh: inhibits E. coli Lon protease | inhibition, % at 7.94 µM | purified E. coli Lon protease, fluorescence polarization | 360,000 tested, 0.42% active | P0A9M0; in the data active = inhibition above about 13%, passing the limit was not always enough;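 also: 0% = enzyme with probe and DMSO and 100% = no enzyme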
Rin1 Abl inh: blocks binding of human Rin1 to Abl; TR-FRET Rin1/Abl binding, biochemical; inhibition, % at 7.35 µM; 360,000 tested, 0.4% active; AID 588664; in the data active = inhibition above about 5%, passing the limit was not always enough
bovine MsrA act: bovine methionine sulfoxide reductase A activation; purified bovine MsrA, absorbance read-out; activation, % at 10.6 µM; 360,000 tested, 0.3% active; in the data active = activation above about 7.5%;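 also: 0% = vehicle and 100% = reference activator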
FAS TE block: blocks the thioesterase domain of human fatty acid synthase. inhibition, % at 15 µM. 360,000 tested, 0.67% active. recombinant FAS-TE, OMFH fluorogenic substrate, fluorescence endpoint. P49327. AID 602261;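 active = compounds whose normalised, plate-corrected inhibition of enzyme fluorescence in the single-dose primary screen is 50% or more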;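 also: 0% = DMSO with enzyme and 100% = substrate without enzyme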
CendR NRP1 mod: NRP-1/CendR interaction modulation; FAM-RPARPAR peptide binding to NRP-1, fluorescence polarization; inhibition, % at 25 µM; 360,000 tested, 0.85% active;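 active = inhibition or corrected inhibition above about 18%, plus a signal ratio from 0.5 to 1.5, limit read from the data, passing the limit was not always enough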; also: strong numbers were not always called active
MLLE-PAM2 inh: blocks PAM2 peptide binding to the PABP1 MLLE domain. AID 588489. inhibition, % at 20 µM. P11940. GST-MLLE / FITC-PAM2 fluorescence polarization. 360,000 tested, 0.36% active; in the data active = inhibition above about 35%, passing the limit was not always enough;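 also: plate controls were DMSO wells with GST-MLLE for no effect and wells lacking GST-MLLE protein for full effect; some results filed as inactive read as strong as hits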
SKN-1 block: inhibitors of C. elegans SKN-1; 360,000 tested, 0.49% active; inhibition, % at 21.8 µM; C. elegans VP596 Pgst-4::GFP/RFP ratio, acrylamide-induced, 24 h;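 active = interference check ratio from 0.5 to 1.5 plus GFP to RFP signal ratio inhibition reaching or exceeding a fixed threshold, cut at about 30% in these data, passing the limit was not always enough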; also: some compounds called inactive have numbers as strong as hits
MT1-MMP act inh: blocks activation of human MT1-MMP | P50281 | HT1080 RFP-PRO-GFP cells, GFP/RFP ratio fluorescence, overnight; percent of plate control window, DMSO zero | GFP/RFP ratio change, % at 20 µM | 360,000 tested, 0.061% active;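 active = GFP/RFP ratio change of at least 30% with cell ATP level not reduced by more than half and red fluorescence within 50% of control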; also: strong numbers were not always called active
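Assay system: HT1080 RFP-PRO-GFP cells. Benchmarks: DMSO vehicle wells and RFP-L50D-GFP reporter cell wells. Times: overnight cell settling, then overnight compound exposure, 37 °C, 5% CO2. Compound: 20 µM single dose, 1% DMSO. Read-out basis: GFP/RFP fluorescence ratio.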
Neddyl block: blocks human cullin neddylation. P61081+Q13564. TR-FRET cullin neddylation, biochemical. calls only at 25 µM. 360,000 tested, 0.58% active; in the data active = inhibition above about 36%
Active calls of the source: *; i = inactive; x = no result given; + = active, no number.

SMILES	eLon inh	Rin1 Abl inh	bovine MsrA act	FAS TE block	CendR NRP1 mod	MLLE-PAM2 inh	SKN-1 block	MT1-MMP act inh	Neddyl block
Cc1cccc2cc(CN(Cc3ccccc3)C(=O)c3cccc(F)c3)c(Cl)nc12	1	-2	2	30	-8	0	20	-12	i
Clc1ccc(-c2nnc(CSc3nnc(-c4cccs4)n3Cc3ccccc3)o2)cc1	5	-2	-1	24	-6	-1	2	-6	i
COc1ccccc1N1CCN(C(=S)Nc2ccc3nc(N4CCOCC4)cc(C)c3c2)CC1	-6	-5	-5	13	13	-105	6	-5	i
Cc1cccc(N2CC(C(=O)Nc3nnc(SCCC4OCCO4)s3)CC2=O)c1 (stereo not drawn)	-21	-2	-2	-4	-25	-51	6	1	i
CCCCCCCCN1C(=O)[C@H](CC(=O)N2CCN(C(=O)c3ccco3)CC2)C[C@@]2(C(=O)OCC)CCCC=C12	-1	x	2	9	5	x	-5	4	i
N#Cc1c2ccccc2nc2ccccc12	-7	-1	-3	6	-12	2	10	2	i
COc1ccccc1CNC(=O)COC(=O)Cc1ccc(Cl)cc1	-6	-2	-3	-2	4	7	-1	4	i
Cn1c(=O)c2cc(S(=O)(=O)NCCC(=O)NCCc3ccc(Cl)cc3)ccc2n(C)c1=O	-6	-1	-12	11	9	0	-24	-3	i
Cc1ccc(CN2CCC(N3CC(C)OC(C)C3)CC2)cc1 (stereo not drawn)	2	0	-4	-5	2	1	10	1	i
COc1ccc2oc(C(=O)OCC(=O)N(C)CC(=O)Nc3ccc(F)cc3)c(C)c2c1	-19	1	-1	7	-6	-38	1	3	+
CCc1ccc(C(=O)NNC(=O)c2ccc(OCC(=O)N3CCOCC3)c(OC)c2)cc1	6	-1	-2	-12	1	6	4	-1	i
CCCCC/C(=N\NC(=O)Nc1ccccc1)c1ccccc1	2	3	-12	5	-5	5	-7	-4	i
Cc1nc(N2CCOCC2)c2oc3ccccc3c2n1	-4	-6	-3	-3	-11	2	-5	-8	i
C/C(=N\Nc1ncc(Cl)cc1Cl)c1ccc(N2CCOCC2)cc1	-5	1	0	2	0	19	-4	2	i
CCOc1ccc(NC(=S)NCCCN2CCOCC2)cc1	-1	2	-2	1	0	4	5	0	i
CNc1cc(-c2ccc(OC)nc2)ncn1	3	-2	-5	-10	10	-2	-10	4	i
Cc1cc(C(=O)CCC(=O)Nc2cccc(F)c2)c(C)s1	3	-2	-5	8	6	15	-2	1	i
N#C/C(=C\c1ccc(F)c(F)c1)C(=O)NC1CCCCC1	5	3	-10	23	7	12	-3	-6	i
Cc1ccc(S(=O)(=O)N2CCOC2CNC(=O)C(=O)NCCc2ccccc2)cc1 (stereo not drawn)	-7	-2	-4	0	-10	16	-7	7	i
COc1ccc(S(=O)(=O)N(C)C[C@H]2Oc3c(NC(=O)CCC(F)(F)F)cccc3C(=O)N([C@H](C)CO)C[C@@H]2C)cc1	-2	3	-1	-5	7	1	7	-2	i
CCC(/C=C1\Sc2ccc(OC)cc2N1CCO)=C\c1sc2ccc(OC)cc2[n+]1CCO	-52	-14	-4	-3	-20	-9	88	49	i
O=C(CN1c2cccc3cccc(c23)S1(=O)=O)NCc1ccccc1Cl	4	-9	0	11	3	-13	7	0	i
CS(=O)(=O)Nc1ccc(C(=O)Nc2cccc([N+](=O)[O-])c2)cc1	-8	1	-3	8	14	-1	-1	-1	i
N/C(=N\OC(=O)c1ccccc1F)c1ccc([N+](=O)[O-])cc1	-2	3	0	10	-8	2	19	0	i
COc1ccc(-c2ccccc2)cc1NC(=O)[C@@H]1O[C@H](CO)[C@H](O)[C@H](O)[C@H]1O	0	1	-3	-5	0	4	23	-1	i

Three compounds from above, sorted by their value in Rin1 Abl inh, ascending:
Compound | Rin1 Abl inh
CNc1cc(-c2ccc(OC)nc2)ncn1 | -2
Cn1c(=O)c2cc(S(=O)(=O)NCCC(=O)NCCc3ccc(Cl)cc3)ccc2n(C)c1=O | -1
COc1ccc(-c2ccccc2)cc1NC(=O)[C@@H]1O[C@H](CO)[C@H](O)[C@H](O)[C@H]1O | 1

The listing picks up, starting two compounds before the break.
SMILES	eLon inh	Rin1 Abl inh	bovine MsrA act	FAS TE block	CendR NRP1 mod	MLLE-PAM2 inh	SKN-1 block	MT1-MMP act inh	Neddyl block
N/C(=N\OC(=O)c1ccccc1F)c1ccc([N+](=O)[O-])cc1	-2	3	0	10	-8	2	19	0	i
COc1ccc(-c2ccccc2)cc1NC(=O)[C@@H]1O[C@H](CO)[C@H](O)[C@H](O)[C@H]1O	0	1	-3	-5	0	4	23	-1	i
COC(=O)CSc1nnc(-c2cccnc2)o1	-4	1	-11	-6	-6	-6	-10	3	i
CCn1c(CNC(=O)COC)nc2ccccc21	0	0	1	-6	-4	-1	-9	-1	i
COc1ccccc1NC(=O)CN1CCC(n2nnc3cc(F)ccc32)CC1	1	2	1	0	5	0	-7	0	i
Cc1ccccc1NC(=O)c1ccc(NS(=O)(=O)c2cc(C(C)(C)C)cc(C)c2C)cc1	6	1	-2	35	-1	-12	5	-16	i
CCN(CC)c1ccc(C(=O)NNC(=O)CNC(=O)c2ccco2)cc1	-1	-2	-4	-7	-1	2	12	-3	i
NC(=O)c1cc(NC(=O)CCCc2nc3ccccc3s2)cc(C(N)=O)c1	-9	1	-14	-10	-2	-9	-6	-4	i
Cc1cccc(C)c1NC(=O)C(c1cccs1)N(Cc1ccco1)C(=O)Cn1nnc2ccccc21 (stereo not drawn)	-5	-1	-4	12	2	-5	-7	-1	i
O=C(Nc1ccc(Br)cc1)c1ccc(Br)c(S(=O)(=O)Nc2cccnc2)c1	-3	0	0	-6	7	9	10	6	i
Cc1cc(C(F)(F)F)nn1CC(=O)Nc1cccnc1	5	0	0	-2	7	8	7	7	i
COc1ccc(-n2nnc3c(=O)n(CC(=O)N4CCCc5ccccc54)cnc32)cc1	0	-3	-1	4	9	-10	-3	1	i
O=C(Nc1cccc2ccccc12)c1csc(COCCO)n1	2	0	-4	-2	-10	-13	-10	1	i
O=C(Cc1ccccc1C(=O)O)Nc1cccc2ccccc12	16	2	-5	-4	1	-6	1	3	i
CC(C)Oc1ccc(C(=O)NC2(C(F)(F)F)N=C3SCCN3C2=O)cc1 (stereo not drawn)	-5	-2	1	-9	-10	46*	23	2	i
CCN(CC)c1ccc(S(=O)(=O)N2CCOCC2)cc1NC(=O)COC(=O)/C=C/c1ccccc1	-16	-4	-1	32	-6	5	13	-3	i
CC(C)CN(CC(C)C)C(=O)Nc1cccc([N+](=O)[O-])c1	-1	1	0	24	5	-7	0	-1	i
COc1ccc2[nH]c3c(c2c1)CN(C)CC3	6	-4	-3	-8	-2	15	-3	-1	i
CCN(CC)CCCn1c(SCC(=O)NCC2CCCO2)nc2ccccc2c1=O (stereo not drawn)	-4	-1	-1	-8	13	-5	12	-1	i
CN(C)Cc1ccc(F)cc1Sc1ccc(Cl)cc1Cl	0	-4	-9	18	-8	5	7	-3	i
CCOC(=O)N1CCC(NC(=O)C2CCN(C(=O)N3CC(C)Oc4ccccc43)CC2)CC1 (stereo not drawn)	-9	-2	-6	-4	-3	15	-1	4	i
CC(=O)Nc1cccc2c1C(=O)N(c1cccc(OC(C)=O)c1)C2=O	2	-4	-10	-1	13	0	11	-4	i
Cc1ccc(C)c(NS(=O)(=O)c2ccc(-c3coc(C)n3)cc2)c1	-1	1	-9	8	-5	6	-4	-4	i
CCOc1cc(/C=N/NC(=O)c2cccnc2)ccc1O	4	-1	-6	-6	-1	2	-11	1	i
COc1ccc(NC(=O)CC2SC(N3CCCCC3)=NC2=O)cc1OC (stereo not drawn)	-2	2	-2	-6	5	5	5	-2	i
CCCc1ccc(OCc2ccc(C(=O)N3CCSCC3)o2)cc1	0	3	-9	23	8	-3	0	-1	i
Cc1cc2nccc(-c3ccccn3)n2n1	3	-5	-5	-6	1	-6	-3	8	i

Compound profiles (already shown). Screens in order: eLon inh	Rin1 Abl inh	bovine MsrA act	FAS TE block	CendR NRP1 mod	MLLE-PAM2 inh	SKN-1 block	MT1-MMP act inh	Neddyl block
`Cc1cc(C(F)(F)F)nn1CC(=O)Nc1cccnc1` in the list: 5	0	0	-2	7	8	7	7	i
`Cc1ccc(C)c(NS(=O)(=O)c2ccc(-c3coc(C)n3)cc2)c1` in the list: -1	1	-9	8	-5	6	-4	-4	i
`CCN(CC)c1ccc(C(=O)NNC(=O)CNC(=O)c2ccco2)cc1` in the list: -1	-2	-4	-7	-1	2	12	-3	i
`COc1ccccc1NC(=O)CN1CCC(n2nnc3cc(F)ccc32)CC1` in the list: 1	2	1	0	5	0	-7	0	i
`Cc1cc2nccc(-c3ccccn3)n2n1` in the list: 3	-5	-5	-6	1	-6	-3	8	i

New compounds follow
SMILES	eLon inh	Rin1 Abl inh	bovine MsrA act	FAS TE block	CendR NRP1 mod	MLLE-PAM2 inh	SKN-1 block	MT1-MMP act inh	Neddyl block
COCCN(CC(=O)Nc1cccc(C)c1C)C(=O)c1oc2c(Cl)cccc2c1C	-9	6	-2	12	5	10	20	-3	i
CCC1c2ccc(C)n2CCN1C(=O)Nc1ccccc1OC (stereo not drawn)	16	-2	3	-10	-10	23	11	-38	i
CC1(C)NC(=O)N(CCCC(=O)Nc2ccc(C(F)(F)F)cc2)C1=O	-4	1	-2	-6	2	-22	1	5	i
CCCOc1ccc(N)cc1N	-16	-2	-3	-13	-58	11	17	-37	i
Cc1ccc(S(=O)(=O)NN=C(c2ccccc2)c2cccs2)cc1	-2	1	-2	10	-3	14	-3	-5	i
COc1ccc(-n2nc(C(=O)NCC(=O)Nc3cc(OC)c(OC)c(OC)c3)c3ccccc3c2=O)cc1	6	4	-1	2	7	-15	3	-7	i
COc1cc(/C=C2\SC(=S)N(CCC(=O)N3CCCCC3)C2=O)cc(OC)c1OC	-2	2	-2	11	4	-3	-3	16	i
Cc1cc(C(=O)Cn2nnc3ccccc3c2=O)c(C)n1-c1c(C)n(C)n(-c2ccccc2)c1=O	1	0	-3	-10	6	-4	16	2	i
Cc1c(C(=O)NCC2CCCO2)oc2ccc(Br)cc12 (stereo not drawn)	-10	-2	-1	1	-5	-7	11	-3	i
CCOC(=O)CSc1nc2cc(C)ccc2cc1C#N	27*	-1	-1	24	-9	-2	-11	-77	i
Cc1ccc(Cn2cc(CN3CC(N4CCCCC4)CS3(=O)=O)nn2)cc1 (stereo not drawn)	1	x	-1	-16	1	x	-5	6	i
CCOC(=O)c1sc(NC(=O)c2cc(-c3cccc(O)c3)on2)c(C(=O)OCC)c1C	2	-3	-3	7	-2	-2	0	6	x
COc1ccc(C(C)=O)cc1CSc1nnc2c(Cl)cc(Cl)cn12	-10	-5	-2	-14	4	-28	6	-1	i

High-throughput results from PubChem.
